GSK3 alpha inh: blockers of GSK3A enzyme activity – biochemical, luminescence, cell-free homogeneous, HTS, primary screen; Glycogen synthase kinase-3 alpha (Homo sapiens), P49840; GSK-3 alpha kinase, ADP-Glo luminescence, 60 min; inhibition, % at 10 µM; 320,000 tested, 0.1% active; AID 2650, 2010;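 in the data active = inhibition above about 50%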;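 also: GST-tagged GSK-3 alpha with peptide substrate and 25 µM ATP; 0% = DMSO neutral wells and 100% = GW8510 positive control wells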
Target sequence (P49840 whole entry, looked up): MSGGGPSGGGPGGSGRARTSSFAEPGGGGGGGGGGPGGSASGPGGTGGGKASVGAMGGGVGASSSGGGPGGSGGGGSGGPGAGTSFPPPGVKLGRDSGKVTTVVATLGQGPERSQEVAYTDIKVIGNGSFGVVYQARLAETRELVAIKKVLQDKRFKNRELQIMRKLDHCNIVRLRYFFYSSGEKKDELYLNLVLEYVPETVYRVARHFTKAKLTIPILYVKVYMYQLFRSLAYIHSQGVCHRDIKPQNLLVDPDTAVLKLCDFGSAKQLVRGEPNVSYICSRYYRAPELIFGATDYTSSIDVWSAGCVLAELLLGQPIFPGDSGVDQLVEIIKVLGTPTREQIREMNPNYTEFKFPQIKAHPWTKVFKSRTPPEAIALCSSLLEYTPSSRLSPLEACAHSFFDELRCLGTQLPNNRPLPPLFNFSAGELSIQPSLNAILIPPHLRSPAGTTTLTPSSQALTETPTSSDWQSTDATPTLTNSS
HSF-1 act: HSF-1 activators, primary screen, NIH3T3-HGL cells, MG132 stress, luminescence, single point; NIH3T3-HGL HSF-1 luciferase reporter, 8 h; 100% = twice DMSO control signal; activation, % at 9 µM; 300,000 tested, 1.7% active;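 active = mean replicate activation of at least 50% with a set share of replicates each reaching 50%; inconclusive = only one of those two conditions met; inactive = mean below 50% and too few replicates reaching it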;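 also: 0% = median of the neutral control wells and 100% = twice that signal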
aSyn UTR inh: MLPCN primary screen, SNCA 5' untranslated region; alpha-synuclein 5'UTR reporter, inhibitor activity; inhibition, % (tested at 7.5 µM); 300,000 tested, 0.82% active; AID 1813, 2009; in the data active = inhibition above about 60%; inconclusive = no clear call, values can overlap the other calls;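 also: H4 neuroglioblastoma cells stably carrying SNCA 5'UTR luciferase fusion; 0% = DMSO wells and 100% = positive control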
PolyA inhibitor: polyadenylation inhibitors in yeast reporter cells, primary screen, luminescence, S. cerevisiae; S. cerevisiae SKY197-pL101 polyadenylation reporter, beta-gal luminescence; efflux-impaired pdr1/pdr3 knockout yeast; score 100 = 6 SD above DMSO; calls only at 12 µM; 300,000 tested, 0.02% active;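 active = lowest replicate activity score at least 50, where 100 means six control SD above control mean; inconclusive = lowest score under 50 but half or more replicates reach 50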;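 also: yeast exposed to compound for 9 h at 30 °C; higher score means more reporter readthrough which indicates perturbed polyadenylation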
HSP90 inh: HSP90 inhibitors, primary screen, cell lysate, luminescence; Rabbit reticulocyte lysate, luciferase refolding luminescence, 3 h; inhibition, % at 5.6 µM; 290,000 tested, 0.91% active; AID 1789, 2009;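 active = inhibition above the screen-wide mean plus 3 SD, computed separately per campaign, cut at about 16% in these data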;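 also: 0% = DMSO wells and 100% = 60 µM geldanamycin wells; inhibitors lower the luminescence because luciferase stays unfolded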
IEC-6 cytotox: cytotoxicity in IEC-6 intestinal epithelial cells, primary screen, cytotoxicity control for KLF5 inhibitor project, cell-based, luminescence; IEC-6 cytotoxicity, luminescence viability; inhibition, % at 5 µM; 290,000 tested, 0.78% active; in the data active = inhibition above about 22%;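 also: 0% = plate median of test compound wells and 100% = cytotoxic reference compound wells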
HSF1 inhib: HSF1 inhibitors in luciferase reporter cells, primary screen, cell-based, NIH3T3, luminescence. NIH3T3-HGL HSE-luciferase, MG132-induced, luminescence 8 h; active compounds read low. activity change, negative = inhibition, % at 7.5 µM (by protocol). 300,000 tested, 0.77% active;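 active = more than half of replicate wells show activity change below -50%, luminescence cut by over half; inconclusive = some wells, but at most half, below -50%; inactive = no replicate well below -50%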;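 also: luciferase reports HSF-1 transcriptional activity via heat shock element; 0% = median of DMSO wells and -100% = zero luminescence signal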
KLF5 inhibitor: KLF5 expression inhibitors, primary screen, DLD-1 cells, luminescence; 290,000 tested, 0.23% active; inhibition, % at 5 µM; AID 1700, 2009; DLD-1 KLF5 promoter-luciferase reporter;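 active = inhibition above a per-plate limit of that plate's mean compound inhibition plus 3 SD, cut at about 60% in these data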;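 also: 0% = DMSO wells and 100% = LY294002 at 200 µM; higher means less KLF5 promoter-driven luciferase light; inactives centre near -14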
AI-2 QS modul: Vibrio harveyi AI-2 quorum sensing modulators, primary screen, JMH597 strain, luminescence/OD600 ratio; Vibrio harveyi JMH597 AI-2 luminescence/OD600 ratio, 9 h; active compounds read low; strain lacks LuxN and CqsS sensors; 0 = neutral-control median; activity change, % at 7.5 µM; 300,000 tested, 0.4% active; AID 2094, 2009; in the data active = activity change below about -75%, passing the limit was not always enough; inconclusive = no clear call, values can overlap the other calls;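 also: luminescence divided by OD600 gain over 9 h not by final OD600 alone; inactives centre near 13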
GSK3B inh: human GSK3beta kinase inhibitors, primary screen, biochemical, cell-free homogeneous, HTS; AID 2097, 2009; activity score (negative = inhibition), % at 10 µM; Glycogen synthase kinase-3 beta (Homo sapiens), P49841; GST-GSK3beta kinase, ADP-Glo luminescence, 60 min; active compounds read low; 300,000 tested, 0.038% active;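 active = more than half of replicate wells score below -50%, meaning over 50% inhibition versus plate controls; inconclusive = some replicates but at most half score below -50%; inactive = no replicate scores below -50%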;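 also: 0% = median DMSO wells and -100% = median GW8510 positive control wells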
Target sequence (P49841 whole entry, looked up): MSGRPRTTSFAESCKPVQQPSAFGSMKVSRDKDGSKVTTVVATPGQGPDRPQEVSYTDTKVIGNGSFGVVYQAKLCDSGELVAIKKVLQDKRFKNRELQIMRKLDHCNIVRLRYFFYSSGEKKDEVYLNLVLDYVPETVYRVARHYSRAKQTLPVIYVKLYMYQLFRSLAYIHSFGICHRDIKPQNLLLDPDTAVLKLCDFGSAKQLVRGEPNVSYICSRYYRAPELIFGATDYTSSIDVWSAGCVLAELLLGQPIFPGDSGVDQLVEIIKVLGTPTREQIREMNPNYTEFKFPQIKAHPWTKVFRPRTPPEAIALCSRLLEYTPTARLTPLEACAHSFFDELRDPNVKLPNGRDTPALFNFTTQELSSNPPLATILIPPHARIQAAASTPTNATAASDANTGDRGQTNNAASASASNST
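test system = GST-tagged human GSK3beta kinase, cell-free | reagent = 25 µM ATP with peptide substrate | dosing = one dose of 10 µM per compound | schedule = 60 min reaction, RT | detection = luminescent ADP-Glo measurement of ADP formed | control set = DMSO neutral wells and GW8510 at 20 µM as positive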
* = called active by the depositor; i = inactive; u = inconclusive; x = not tested or not shown; & = joins results of further samples. Some of the compounds tested (hit frequency here may not be typical).

SMILES	GSK3 alpha inh	HSF-1 act	aSyn UTR inh	PolyA inhibitor	HSP90 inh	IEC-6 cytotox	HSF1 inhib	KLF5 inhibitor	AI-2 QS modul	GSK3B inh
Cc1ccc(Nc2nnc(SCn3nnc4ccccc4c3=O)s2)cc1	-2	12	-24	i	3	3	-1	-19	23	5
COc1cccc(C2=NOC(C(=O)Nc3ccc4c(c3)OCO4)C2)c1 (centres undefined)	x	2	3	i	-1	-5	3	-33	8	0
CC(C)=CCCC(C)N(C=O)C(C)CCC=C(C)C (centres undefined)	-1	-30	-36	i	9	8	-24	-17	11	6
Clc1ccc(Br)cc1-c1nc(-c2ccncc2)no1	-8	14	-188	i	-3	5	5	-22	15	0
O=C1CC(C(=O)N2CCN(c3ccccn3)CC2)CN1Cc1ccccc1Cl (centres undefined)	-3	-5	14	i	x	x	-7	x	8	3
CSc1ccccc1OCc1cc(C(=O)N2CCCC2c2nonc2C)no1 (centres undefined)	-1	41	-144	i	-10	-1	29	-156	37	-1
CSCCC(NS(=O)(=O)c1ccc2c(c1)OCCO2)C(=O)N(C)Cc1ccc(F)cc1 (centres undefined)	-1	19	1	i	x	x	17	x	30	-1
CCOC(=O)c1ccc(NC(=O)c2nc[nH]c2C(=O)NC2CCN(C(=O)OC(C)(C)C)CC2)cc1	2	-22	19	i	x	x	-15	x	9	1
CS(=O)(=O)N1CCN(c2ccccc2[N+](=O)[O-])CC1	0	-12	20	i	-3	0	6	-34	18	-2
COc1ccccc1-n1cc(-c2ccc(C)cc2)[nH]c1=S	0	15	-34	i	5	9	-2	-12	1	2
Cc1cc(C)c2[nH]c(=O)c(C(c3nnnn3Cc3ccc4c(c3)OCO4)N3CCCCC3)cc2c1 (centres undefined)	-1	7	11	i	x	x	-5	x	5	-1
Cc1ccc(NC(=O)C(C)OC(=O)/C=C/c2ccccc2)cc1S(=O)(=O)N1CCOCC1 (centres undefined)	-2	20	12	i	x	x	15	x	10	-2
Cc1onc(-c2ccccc2Cl)c1C(=O)N1CCN(S(=O)(=O)c2ccc(F)c(F)c2)CC1	-1	17	-5	i	4	-1	4	-14	-10	-1
CCCCC(=O)NNC(=S)NC(=O)c1ccc([N+](=O)[O-])cc1	-1	1	-9	i	2	4	7	11	49	1
O=C(CNC(=O)C1CCCCC1)OCn1nnc2ccccc2c1=O	0	16	10	i	-3	5	2	-5	18	0
CSc1nc(C)c(C(=O)C[n+]2ccccc2C)cc1C#N	0	-15	-8	i	2	9	3	8	-6	-7
COc1ccc(OC)c(/C=N/NC(=O)c2cc3c(OC)cc(OC)cc3[nH]2)c1	-2	-31	10	i	6	7	-28	-36	16	5
Cc1cccc2cc(C#N)c(SCC(=O)N3CCC(C)CC3)nc12	-4	-8	24	i	-2	0	2	2	11	-1
OCCNc1nc(N2CCCC2)nc(N2CCCC2)n1	-2	-8	11	i	3	-3	-14	-15	18	2
CCCCN(CC)CCNC(=O)CNC(=O)Cn1ccc2ccccc2c1=O	1	-7	-3	i	3	-1	1	-31	33	3
COc1ccccc1CN1CC(C(=O)N2CCC(OC)CC2)CCC1=O (centres undefined)	-2	2	-5	i	1	-8	-4	-43	3	0
CCc1cccc(C)c1NS(=O)(=O)Cc1ccccc1	-1	-12	11	i	2	-3	-3	-25	4	3
COc1ccc(CC(=O)Nc2ccc(S(=O)(=O)Nc3nccs3)cc2)cc1	1	-1	4	i	-2	-6	-4	-26	u	2
O=C(COc1ccc(Cl)cc1)N(Cc1ccc(F)cc1)C1CCS(=O)(=O)C1 (centres undefined)	x	4	15	i	-2	-2	4	-11	38	2
CCOC(=O)C1CCCN(C2CC(=O)N(c3ccccc3)C2=O)C1 (centres undefined)	2	7	-10	i	3	5	-1	-26	37	-6
O=C1NN(c2ccccc2)C(=O)/C1=C\c1ccc(-c2cc([N+](=O)[O-])ccc2O)o1	x	2	10	i	-1	-8	4	-31	4	1
C=CCn1c(SCc2nc(N)nc(N(C)C)n2)nnc1-c1cccnc1	-1	2	17	i	4	4	-2	19	27	2
O=C(c1cc(-c2ccc(Cl)cc2)n(-c2ccc(Cl)cc2)n1)N1CCOCC1	-3	-3	24	i	0	-4	-9	-10	13	0
CCOC(=O)C1CCN(C(=O)/C(C)=C\c2ccccc2)CC1	0	28	1	i	1	-1	4	-3	0	0
CN(C)S(=O)(=O)c1cccc(C(=O)N=C2N=C3C=CC(Cl)=CN3Cc3ccccc32)c1	2	60*	-105	i	2	6	26	-133	18	2
Cc1cccc(N2CCN(C(=S)c3ccc([N+](=O)[O-])cc3)CC2)c1	0	-1	13	i	-1	2	-4	-21	9	-5
CS(=O)(=O)c1ccc2nc(NC(=O)C3CC(=O)N(c4ccc(F)cc4)C3)sc2c1 (centres undefined)	-1	-3	-7	i	5	2	4	9	5	-3
Cc1cc(C(=O)CSc2nnc(-c3ccco3)o2)c(C)n1-c1ccc2c(c1)OCCO2	x	-6	7	i	2	-3	-4	-45	3	0
O=C(CSc1nnc(-c2ccco2)o1)NC1CC2CCC1C2 (centres undefined)	1	-12	-1	i	-1	1	3	-14	5	-2
CSc1ccc(C(=O)C2CCCN(C(=O)CN3CCOC3=O)C2)cc1 (centres undefined)	0	-7	1	i	-1	-8	3	-51	12	0
Cc1cccc(N(C(=O)c2csnn2)C(C(=O)NC(C)(C)C)c2cccs2)c1 (centres undefined)	0	7	25	i	-1	0	-5	7	-11	-1
COCCNC(=O)C(c1ccc(F)cc1)N(C(=O)CCC(=O)Nc1ccccn1)c1cccc(C)c1 (centres undefined)	1	13	3	i	-2	7	8	10	x	x
CCc1c(C(=O)NC2CCCCC2)[nH]c(C)c1C(C)=O	-1	-7	25	i	2	6	-6	-8	28	1
O=C(Cn1c[n+](CC(=O)c2ccc([N+](=O)[O-])cc2)cn1)c1ccc([N+](=O)[O-])cc1	-1&-1	7&5	-8&2	i	21*	-4&-9	-4&3	-29&-19	6&5	1&-2
COc1ccc(C(=O)Nc2cccc(-c3ccc4nncn4n3)c2)cc1	-2	-18	12	i	0	3	-4	-33	18	-1
CC(Sc1nncs1)C(=O)NCc1ccc2c(c1)OCO2 (centres undefined)	-8	-3	4	i	4	-3	-2	-16	28	0
O=C(CN1C(=O)S/C(=C\c2ccccc2)C1=O)NCCCn1ccnc1	-3	-10	-9	i	8	-6	4	-28	5	9
COc1ccc(C(=O)OCCOc2ccccc2C(C)=O)c(O)c1	0	3	-37	i	28*	-4	-3	-20	20	2
COc1cc(/C=N/N2CCN(Cc3ccc(Cl)cc3)CC2)cc(Br)c1O	-3	1	5	i	-4	4	0	-19	8	-2
COc1ccc(C2Nc3ccccc3C(=O)N2Cc2ccccc2)cc1COc1ccccn1 (centres undefined)	-4	x	29	i	5	-6	x	11	21	-1
COc1ccc(S(=O)(=O)N2CCOC23CCN(S(=O)(=O)c2ccccc2)CC3)cc1	-1	-3	-3	i	x	x	-2	x	15	0
O=C(Nc1ccccc1NC(=O)c1ccccc1Cl)c1ccccc1Cl	-1	5	-3	i	0	-3	5	-48	16	0
CCCCN(CCCC)CCNC(=O)Cc1nc2c(c(=O)[nH]c(=O)n2C)n1C	x	-1	20	i	0	-2	0	-28	27	2
COc1ccccc1/C=C/C(=O)NCc1ccccn1	-1	8	-6	i	0	3	3	-13	28	2
Cn1c(=O)c2c(nc(CN3CCC(C(N)=O)CC3)n2Cc2ccccc2Cl)n(C)c1=O	x	8	-2	i	x	x	5	x	7	0

Further structures.
SMILES	GSK3 alpha inh	HSF-1 act	aSyn UTR inh	PolyA inhibitor	HSP90 inh	IEC-6 cytotox	HSF1 inhib	KLF5 inhibitor	AI-2 QS modul	GSK3B inh
Cc1oc2cc3oc(=O)c(CC(=O)N[C@H](C(=O)N[C@@H](C(=O)O)c4ccccc4)C(C)C)c(C)c3cc2c1C	-1	15	23	i	1	0	2	-40	20	3
CC(=O)NC1=NN(C(C)=O)C(C)(c2ccccn2)S1 (centres undefined)	0	-39	9	i	-2	4	u	-45	17	4
NC[C@H]1O[C@H](O[C@H]2[C@H](O)[C@@H](O[C@H]3O[C@H](CO)[C@@H](O)[C@H](N)[C@H]3O)[C@H](N)C[C@@H]2N)[C@H](N)C[C@@H]1O	x	-1	3	i	-2	-4	0	11	26	-1
CCOC(=O)c1sc(NC(=O)c2ccco2)c(C#N)c1C	1	28	-44	i	2	-5	4	-21	1	0
Cc1ccc(C)c(-n2nnnc2SCC(=O)c2ccc3c(c2)NC(=O)CO3)c1	0	14	9	i	1	1	1	-18	12	-1
CCCCn1c(N)c(N(CC)C(=O)c2cccc(C)c2)c(=O)[nH]c1=O	9	15	5	i	3	0	2	-18	7	-2
Cn1c(=O)c2c(nc(N3CCN(Cc4ccccc4)CC3)n2CC(=O)c2ccccc2)n(C)c1=O	-4	25	14	i	0	0	5	-19	42	1
COc1ccc(CCNC(=O)C2CCN(S(=O)(=O)N3CCOCC3)CC2)cc1OC	-4	-2	6	i	0	-2	-7	-6	0	2
CC(=O)Nc1cccc(C(=O)OCN2C(=O)c3ccccc3C2=O)c1	x	1	-9	i	-5	1	5	-9	18	1
Cc1ccc(OCC(=O)N2CCc3ccccc3C2)cc1	-3	14	-30	i	4	-3	3	-28	6	2
CCCc1sc(N)nc1-c1ccc(C)cc1	-1	13	8	i	-1	0	-2	-11	22	0
COc1cc(-c2nnc3sc(-c4ccncc4)nn23)cc(OC)c1OC	-1	-3	11	i	x	x	-3	x	12	0
CCN(CC(=O)Nc1c(F)cccc1F)C(=O)CCc1nc2sc3c(c2c(=O)[nH]1)CCCC3	x	-2	5	i	x	x	4	x	36	3
OCCC1CN(Cc2cc(F)ccc2-n2cccn2)CCN1C1CCCC1 (centres undefined)	0	-20	0	i	6	5	-7	7	3	0
O=C(CCN1C(=O)C2C3CCC(C3)C2C1=O)Nc1ccc(F)cc1 (centres undefined)	x	-2	0	i	11	-2	4	-11	7	-1
CCN(CC)S(=O)(=O)c1csc(C(=O)OCC(=O)c2ccccc2)c1	-4	6	-14	i	3	-4	-4	-10	-43	3

Screening results from PubChem.
